# Screening data from PubChem BioAssay.
# D1 allo mod: allosteric modulators of human D1 dopamine receptor; P21728; HEK293 D1, CRE-luciferase, dopamine EC30 potentiation; actives deviate in either direction; B-score at 10 µM; 58,000 tested, 5.9% active; AID 641;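 active = luminescence count or its row- and column-corrected plate score outside the 99.7% band of the plate's sample wells, on either side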
# Target sequence (P21728 whole entry, looked up): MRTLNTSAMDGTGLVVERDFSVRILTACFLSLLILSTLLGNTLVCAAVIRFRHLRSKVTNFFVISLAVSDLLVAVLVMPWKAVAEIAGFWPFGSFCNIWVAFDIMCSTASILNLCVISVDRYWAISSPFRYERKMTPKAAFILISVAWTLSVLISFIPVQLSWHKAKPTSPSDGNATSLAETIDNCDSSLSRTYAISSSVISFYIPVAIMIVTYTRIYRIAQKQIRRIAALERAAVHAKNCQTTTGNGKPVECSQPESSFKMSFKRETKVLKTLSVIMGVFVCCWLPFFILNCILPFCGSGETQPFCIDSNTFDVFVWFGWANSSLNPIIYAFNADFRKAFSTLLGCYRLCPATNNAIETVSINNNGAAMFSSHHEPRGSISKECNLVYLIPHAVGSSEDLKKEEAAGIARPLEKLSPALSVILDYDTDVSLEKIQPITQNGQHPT
# Active calls of the source: *. These rows are one share of the data. The share of hits here may be higher or lower than overall.
SMILES,D1 allo mod
COc1ccc(N(CC(=O)O)S(=O)(=O)c2ccc(OC)c(OC)c2)cc1,-1.2
CN(C)CC(=O)Nc1ccc(S(N)(=O)=O)cc1,-0.34
CCOc1ccccc1N(CC(=O)Nc1ccccc1C(=O)OC)S(C)(=O)=O,0.46
C/C(=C\c1ccccc1)CN1CCN(c2ccccc2)CC1,-0.68
Cc1[nH]n(-c2ccccc2)c(=O)c1/C=N/O,0.045
O=C(CCN1CCc2ccccc2C1)Nc1ccc2c(c1)OCO2,0.03
O=C(Nc1ccccc1)OCC1CCCN2CCCCC12 (stereo not drawn),-0.59
CCCCc1cc(=O)oc2cc(OCC(=O)N(CC)CC)ccc12,0.9
CCOC(=O)CSc1nc(N)c(C#N)c(-c2cccs2)c1C#N,-0.61
O=C(C1CN(S(=O)(=O)c2ccccc2)CCN1S(=O)(=O)c1ccccc1)N1CCCCCC1 (stereo not drawn),-0.76
Cc1cccc(C2CC(c3ccc(Br)cc3)Nc3nc(N)nn32)c1 (stereo not drawn),0.71
COc1ccc(-c2[nH]ncc2-c2cnn(-c3ccccc3)c2)c(O)c1,2.5
CCCCCCN=CC1=C(O)C(C(=O)OC)C(C)(C)CC1=O (stereo not drawn),0.66
Cc1c(NS(=O)(=O)c2ccccc2)cc(Cl)c(O)c1C,-0.012
CN(C)S(=O)(=O)N1CCC(CCCC2CCN(S(=O)(=O)N(C)C)CC2)CC1,0.92
COc1ccc(NC(=O)CCSc2nnc(C)s2)cc1,-0.21
O=C(CCN1CCN(C/C=C/c2ccccc2)CC1)Nc1ccccc1,-0.37
Cc1cccc(OCCCC(=O)Nc2ccc(N3CCOCC3)cc2)c1,-0.038
CCOc1ccc(C(=O)COC(=O)CC)cc1,0.83
COc1ccc(N2CCN(C(=O)CN(c3ccc(Br)cc3)S(C)(=O)=O)CC2)cc1,-0.79
CCOC(=O)Cc1nnc(NC(=O)c2ccccc2OCC)s1,2.7*
O=C1N=C(c2ccccc2)C(c2ccccc2)N1 (stereo not drawn),8.8*
Cc1ccc2c(c1)C1CCCC3C1N2CC(=O)N3Cc1ccccc1 (stereo not drawn),-0.93
CCCCOCCCNC(=O)c1ccc(NC(C)=O)cc1,0.13
O=C(CC1(O)C(=O)N(CN2CCOCC2)c2ccccc21)c1ccccc1 (stereo not drawn),-0.15
COc1ccc(-c2nnc(COc3ccc4ccccc4c3)o2)cc1OC,4.9*
Cc1occc1C(=O)NCc1ccc2c(c1)OCO2,0.55
COc1cc(/C=N/n2cnnc2)ccc1OCC(=O)N1CCOCC1,0.24
Cc1cc(N(C)Cc2ccccc2)nc(-c2ccccc2)n1,0.65
COc1cccc(OCc2nc3ccccc3[nH]2)c1,-1.9
CCOC(=O)c1cnc2c(C)cccc2c1NCc1ccco1,1.6
COc1cccc(/C=N/n2cnnc2)c1OCc1ccccc1,0.053
C/C(NCCN1CCOCC1)=C(\C#N)C(N)=O,0.76
COC(=O)C(C(=O)OC)C(C(C)C)C(C(=O)OC)C(=O)OC,0.56
O=C(Nc1cccc(F)c1)C1CC(=O)N(c2ccc(Cl)cc2)C1 (stereo not drawn),-0.23
c1ccc(-c2csc(Nc3nc(N4CCOCC4)nc(N4CCOCC4)n3)n2)cc1,0.34
CN1CCCCc2c1[nH]c1ccccc1c2=O,-0.3
COC(=O)c1sccc1NC(=O)c1ccc2c(c1)OCO2,0.92
O=C(O)c1cc(C(=O)O)c(-c2ccccc2)c(C(=O)O)c1,-0.014
O=C(NC(C(=O)c1ccccc1)n1cnccc1=O)c1ccccc1 (stereo not drawn),0.027
COc1ccccc1N1CCN(CCC(=O)Nc2ccc3c(c2)OCO3)CC1,-2.2*
N#CCCn1nnc(-c2ccccc2F)n1,0.35
CCSc1nnc(NC(=O)C2CC=CCC2C(=O)O)s1 (stereo not drawn),-0.26
COC(=O)C1(C#N)C(c2ccccc2)C1(C(=O)OC)C(=O)OC (stereo not drawn),-0.35
O=C(CSCc1ccccc1)N1CCN(c2ccc(F)cc2)CC1,-0.36
Cc1sc2nc(SCC(=O)NCCO)n(C)c(=O)c2c1C,0.21
CC(=O)N(CC(=O)O)c1ccccc1C(=O)O,-0.86
COC(=O)CSc1nnc2n(C3CCCCC3)c(=O)c3c4c(sc3n12)CCCC4,0.0039
Cc1cc2c3nonc3ccc2n1-c1ccccc1,1.1
CCOC(=O)c1ccc(CSc2nncn2N)o1,-0.35
# The listing continues.
SMILES,D1 allo mod
O=C(CC(CC(=O)c1ccccc1)C(=O)O)c1ccccc1,1.1
CCOC(=O)c1ccc(NC(=O)c2ccc(C)c(S(=O)(=O)N3CCOCC3)c2)cc1,-6.6*
COc1cc(-c2ccccc2)nc(N)n1,2.2
O=C(O)c1ccccc1C(=O)NCc1ccccc1,1.5
Cc1ccc(CSc2nc3c(c(=O)[nH]2)CCC3)cc1,0.7
COc1ccc(-c2nc3c(n2O)CCC/C3=N\O)cc1,0.091
Cc1cc(N2CCCC2)ccc1/C=N/n1cnnc1,0.18
N#Cc1c2n(cnc1=O)CCCCC2,-0.71
CCOC(=O)C(CC)(CCC(=O)O)c1csc(N)n1 (stereo not drawn),-1
CC(=O)N1C(=O)C2(Nc3ccccc3N2)c2ccccc21,-0.87

# Structures from the list above that contain a furan ring, fused or not, in the order listed:
SMILES,D1 allo mod
Cc1occc1C(=O)NCc1ccc2c(c1)OCO2,0.55
CCOC(=O)c1cnc2c(C)cccc2c1NCc1ccco1,1.6
CCOC(=O)c1ccc(CSc2nncn2N)o1,-0.35

# (listing goes on)
SMILES,D1 allo mod
Cc1noc(COc2ccc(OCc3nc(C)no3)cc2)n1,0.063
CCOC(=O)C1C2C=CC3(CN(c4cccc(Cl)c4)C(=O)C13)O2 (stereo not drawn),-3
O=C(O)c1cc(S(=O)(=O)Nc2ccccc2C(=O)O)ccc1O,-0.62
Cc1cc(NC(=O)CCN2CCC(C(N)=O)CC2)ccc1Br,-0.5
CCCCCn1c(=O)[nH]c2c(c1=O)CCC2,0.65
COC(=O)C1=C(C)NC(C)=C(C(=O)OC)C1C1CC=CCC1 (stereo not drawn),-1.6
CNc1nc(Nc2ccc(C(C)=O)cc2)nc(OC(C(F)(F)F)C(F)(F)F)n1,21*
CCC1(C)C2(C#N)C(N)=NC(OC)(OC)C12C#N (stereo not drawn),0.24
CC(=O)Nc1ccc(S(=O)(=O)N2CCSCC2)cc1,-0.012
COc1ccc(NC(=O)C2CCC(C)(C(=O)O)C2(C)C)cc1 (stereo not drawn),0.21

# 6 records drawn at random from the list so far:
SMILES,D1 allo mod
C/C(=C\c1ccccc1)CN1CCN(c2ccccc2)CC1,-0.68
Cc1occc1C(=O)NCc1ccc2c(c1)OCO2,0.55
O=C(CSCc1ccccc1)N1CCN(c2ccc(F)cc2)CC1,-0.36
N#CCCn1nnc(-c2ccccc2F)n1,0.35
CCOc1ccc(C(=O)COC(=O)CC)cc1,0.83
Cc1noc(COc2ccc(OCc3nc(C)no3)cc2)n1,0.063

# Structures from the list above that have a thiophene ring, fused or not (4):
SMILES,D1 allo mod
CCOC(=O)CSc1nc(N)c(C#N)c(-c2cccs2)c1C#N,-0.61
COC(=O)c1sccc1NC(=O)c1ccc2c(c1)OCO2,0.92
Cc1sc2nc(SCC(=O)NCCO)n(C)c(=O)c2c1C,0.21
COC(=O)CSc1nnc2n(C3CCCCC3)c(=O)c3c4c(sc3n12)CCCC4,0.0039

# (list continues)
SMILES,D1 allo mod
CCOC(=O)CC(=O)Nc1ccccc1C(=O)O,-0.099
Cc1c(C)c2c(C)nn(-c3ccccc3)c2[nH]c1=O,0.43
C=CCNC(=O)c1ccc2nccnc2c1,0.45
COc1ccc(OC)c(NC(=O)CCN2CCN(c3ccccc3F)CC2)c1,0.43
CCOC(=O)C1(c2csc(N)n2)COC(=O)C1 (stereo not drawn),-0.4
Cc1n[nH]c(C)c1N1C(=O)c2cccc3cc(Br)cc(c23)C1=O,1.4
O=C(Nc1ccc(Cl)c(Cl)c1)c1ccncc1,-0.76
O=C(CCNc1cccc(C(F)(F)F)c1)c1ccco1,0.012
c1ccc(-c2noc(-c3cccnc3)n2)cc1,-0.78
CC(C)Oc1ccc(-c2cc(=O)[nH]c(=O)[nH]2)cc1,-0.92
